Compound activity deposited in PubChem BioAssay by several laboratories.
FadD28 FP inh – M. tuberculosis FadD28 bisubstrate binding inhibition; FadD28 bisubstrate probe binding, fluorescence polarization; inhibition, % at 12.5 µM; actives 0.22% (n = 360,000); in the data active = inhibition above about 8.5%, passing the limit was not always enough
Mtb BioA inh – inhibitors of Mycobacterium tuberculosis BioA enzyme; purified M. tuberculosis BioA enzyme, plate reader; inhibition, % at 9.99 µM; actives 0.096% (n = 360,000); in the data active = inhibition above about 40%
TcdB GH inh – blocks C. difficile toxin B glycohydrolase activity; P18177; TcdB glycohydrolase enzymatic assay, plate reader; inhibition, % at 9.99 µM; actives 0.24% (n = 350,000); in the data active = inhibition above about 10%
Vc quorum ag – quorum light induction in luxS cqsA deficient V. cholerae; AID 588436; activation, % at 18.7 µM; V. cholerae BH1578 lux reporter, luminescence, 6 h; actives 0.16% (n = 350,000); in the data active = activation mostly above about 9.7%, no sharp cut-off; note: not every result past the cut was called active; inactives centre near 0; reference of the scale not given here
GDH-TPI counter – counter-screen for M. tuberculosis FBA inhibitors: GDH-TPI coupled enzymes; GDH-TPI coupled enzyme counterscreen, NADH absorbance; inhibition, % at 4.8 µM; actives 1.2% (n = 360,000); AID 588335; in the data active = inhibition above about 30%;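 note: 0% = DMSO wells and 100% = wells lacking the enzyme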
UGM FP inh – inhibitors of M. tuberculosis UDP-galactopyranose mutase. AID 504406. purified UGM, fluorescence polarization probe displacement. actives 0.06% (n = 320,000). P9WIQ1. inhibition, % at 10 µM; in the data active = inhibition above about 10%, passing the limit was not always enough
Y pestis TopoI – blocks Yersinia pestis topoisomerase I activity | activity, % at 10 µM | Y. pestis Topo-I cleavage product accumulation, plate reader | actives 0.064% (n = 360,000) | AID 504884; in the data active = activity above about 50%, passing the limit was not always enough; note: inactives centre near 2
FBA Mtb inh – inhibitors of M. tuberculosis fructose-bisphosphate aldolase. actives 2.3% (n = 360,000). inhibition, % at 1 µM. purified M. tuberculosis FBA, fluorescence read-out. P9WQA3; in the data active = inhibition above about 27%;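 note: 0% = vehicle and 100% = reference inhibitor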
PfHsp40 yeast – restores yeast growth despite PfHsp40 toxicity; AID 504582; S. cerevisiae expressing PfHsp40, growth rescue, ATP luminescence; growth rescue, % at 12.5 µM; actives 0.68% (n = 340,000); in the data active = growth rescue above about 28%, passing the limit was not always enough;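 note: yeast W303a lacking pdr1 and pdr3 grown in galactose medium; growth measured after three days at 30 °C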
Numbers without * were called inactive; i = inactive; / = no result given; & = joins results of further samples.

SMILES	FadD28 FP inh	Mtb BioA inh	TcdB GH inh	Vc quorum ag	GDH-TPI counter	UGM FP inh	Y pestis TopoI	FBA Mtb inh	PfHsp40 yeast
CC(C)(C)NC(=O)NC(=O)CN1CCN(S(=O)(=O)/C=C/c2ccccc2)CC1	-1.2	-0.1	1.2	-2.3	4	-1.9	5	1	0.4
CN1CC(c2ccc(C#N)cc2)C2(COc3ccccc3C2=O)C12C(=O)Nc1ccccc12 (configuration not stated)	-1.6	-1.7	/	i	11	0.5	14	0	-1.5
O=C(Cc1ccccc1[N+](=O)[O-])NCc1ccc(Cl)cc1Cl	0.3	/	/	2.5	0	1.8	-2	3	-0.3
COc1nc2ccccc2nc1N1CC1	-4.6	-1.2	0.8	/	/	/	/	29*	/
Cc1n[nH]c(C)c1NC(=O)c1cc([N+](=O)[O-])ccc1Cl	-0.7	/	-0.5	-1.0	5	0.4	-2	142*	2.3
CCOc1ccc2[nH]c(C(=O)N/N=C/c3cc(OC)c(OC)c(OC)c3)cc2c1	-4.7	2.6	-4.8	i	22	-3.0	1	2	1.5
COc1ccccc1NC(=O)NN1CCCCC1	-1.4	-6.5	0.5	i	2	-0.3	3	5	-0.9
O=C1CC2(CCCC2)C(=O)N1CN1CCN(S(=O)(=O)c2ccc(Cl)c(Cl)c2)CC1	-3.7	0.1	0.9	i	4	-1.4	-1	-1	1.2
Nc1nc(N)c(Br)c(Nc2ccc(Cl)c(Cl)c2)n1	-1.1	5.2	-5.3	5.0	6	/	-9	1	-1.5
Cc1c(C(=O)c2ccccc2)oc2ccc3ccccc3c12	-2.2	1.5	0.8	i	10	3.4	6	10	0.0
CCN(CC)Cc1c(O)ccc2c(-c3ccccc3)cc(=O)oc12	0.9	/	/	-0.2	18	3.3	1	7	0.3
Nc1c(-c2ccccc2)c(CSc2nc3ccccc3[nH]2)nn1-c1cccc(C(=O)O)c1	-1.5	/	-6.8	i	-2	0.0	5	15	0.1
CC1(C)Cc2ccccc2C(N)=C1C#N	-1.9	1.1	/	-0.4	19	1.8	-4	-4	-0.8
C=CCn1c(NCc2cc(C)ccc2O)nc2ccccc21	-4.4	-0.2	1.2	i	12	-0.6	-11	-3	-0.1
Clc1ccc(-c2nnc(-c3ccccc3)nc2-c2c[nH]c3ccccc23)cc1	0.2	/	0.5	-0.7	7	0.4	-3	-1	/
O=C(Nc1ccc(C2=CN(Cc3ccccc3)CCC2=O)cc1)OCc1ccccc1	-2.4	0.3	1.7	0.7	0	-1.1	2	1	-0.5
COC(=O)[C@H](C)NC(=O)Nc1cc(OC)ccc1OC	-2.9	-0.5	/	-6.2	-9	-0.5	-10	-3	0.1
O=C(CC1C[C@H](C(=O)N2CCCCC2)[C@@]2(CCc3ccccc3)c3[nH]c4ccccc4c3CCN2C1=O)NCCCn1ccnc1 (some centres not stated)	-5.3	7.2	1.7	i	0	1.3	17	0	1.7
CC1(C2CC2)NC(=O)N(CC(=O)NCc2ccc(Cl)cc2Cl)C1=O (configuration not stated)	-1.5	0.1	7.7	-0.6	9	1.8	-2	2	-0.6
N#Cc1c(-c2ccccc2)cc(-c2ccccc2)nc1SCC(=O)O	/	9.4	-0.5	i	18	3.1	6	3	-1.2
CC(=O)CSc1ncnc2nc[nH]c12	-0.9	-0.6	/	/	-4	-1.2	0	-3	0.7
CCOC(=O)Cc1cc(=O)n2[nH]c(C)c(-c3ccc(OC)cc3)c2n1	1.4	-0.2	/	i	6	1.2	6	14	-0.5
COc1cccc(-n2c(SCC(=O)Nc3sc4c(c3C(N)=O)CCC4)nc3ccccc3c2=O)c1	-0.2	1.5	/	-3.6	19	-3.3	23	0	2.1
O=C(COc1ccccc1Cl)Nc1cccc(S(=O)(=O)NC2=NCCCCC2)c1	-5.0	-1.4	1.4	i	-1	3.2	22	-3	0.1
CC(NC(=O)CCCc1c[nH]c2ccccc12)c1ccc(F)cc1 (configuration not stated)	-2.3	7.7	1.0	-0.3	7	1.9	4	4	0.0
Cc1ccc(-c2nc(CS(=O)(=O)CC(=O)NC3CCCCCC3)c(C)o2)cc1	-1.6	1.5	1.2	i	4	0.6	15	3	0.4
O=c1[nH]c2ccc(Br)cc2c(=O)o1	-3.9	-0.3	2.1	-0.7	4	/	-5	6	/
N/C(=N\OC(=O)CCC1CCCC1)c1ccc(Cl)cc1	0.7	0.8	-1.4	i	10	1.1	18	1	-0.6
CCOC(=O)COc1ccc2c(=O)c(-c3ccccc3)coc2c1	-2.6	5.9	-0.6	i	-1	-0.5	7	2	-0.3
Cc1nnc(SC(C)C(=O)Nc2ccc(N3CCOCC3)cc2)n1Cc1ccccc1 (configuration not stated)	-1.7	-1.0	2.3	-2.1	3	/	2	26	-0.6

Two compounds drawn at random from those above:
SMILES	FadD28 FP inh	Mtb BioA inh	TcdB GH inh	Vc quorum ag	GDH-TPI counter	UGM FP inh	Y pestis TopoI	FBA Mtb inh	PfHsp40 yeast
COC(=O)[C@H](C)NC(=O)Nc1cc(OC)ccc1OC	-2.9	-0.5	/	-6.2	-9	-0.5	-10	-3	0.1
CCN(CC)Cc1c(O)ccc2c(-c3ccccc3)cc(=O)oc12	0.9	/	/	-0.2	18	3.3	1	7	0.3

(listing goes on)
SMILES	FadD28 FP inh	Mtb BioA inh	TcdB GH inh	Vc quorum ag	GDH-TPI counter	UGM FP inh	Y pestis TopoI	FBA Mtb inh	PfHsp40 yeast
Cc1ccc(C(=O)Nn2cnnc2)c(Cl)c1	-0.6	-1.9	-13	-0.6	1	1.4	-1	2	-1.2
c1ccc2c(OCCCN3CCCCCC3)cccc2c1	-2.5	1.6	-0.2	i	3	1.4	7	5	0.4
Cc1nn(CC(=O)NCC2CCCO2)c(=O)c2ccccc12 (configuration not stated)	0.4	0.3	/	1.5	10	1.7	6	2	-1.3
Cc1ccc(S(=O)(=O)N2c3ccccc3NC(=O)CC2C)cc1 (configuration not stated)	-0.4	-1.4	/	i	7	2.0	2	0	-0.8
COc1nonc1NC(=O)CSc1nc2ccccc2[nH]1	-1.3	0.0	/	i	0	0.4	3	1	0.2
CCOC(=O)CC(C)(C)/C(C)=N/Nc1ccc([N+](=O)[O-])cc1[N+](=O)[O-]	-2.8	/	0.3	i	21	3.0	-2	-3	-0.9
CCc1ccc(C(=O)NNC(=O)CC2OC(=O)c3ccccc32)cc1 (configuration not stated)	0.6	/	2.0	i	1	0.3	4	1	0.5
Cc1noc(C)c1NC(=O)N(C)C[C@@H]1OCc2cnnn2CCCC(=O)N([C@@H](C)CO)C[C@H]1C	-1.1	-0.8&-0.2&-0.6	0.6&-0.2&-0.1	-0.4	7	/	2	-1	/
O=S(=O)(CCc1nc2ccccc2o1)c1ccc(Cl)c(Cl)c1	-2.5	-0.9	/	-0.1	-8	2.2	5	0	3.3
CS(=O)(=O)N1CCN(c2ccccc2NC(=O)c2cc(Br)ccc2Cl)CC1	-3.8	/	1.0	i	-8	3.3	5	-2	-0.3
O=C(OCCN1C(=O)c2ccccc2C1=O)C1CCN(S(=O)(=O)c2cccs2)CC1	-2.7	-0.1	/	i	5	0.5	22	1	3.3
Cc1cc(=O)[nH]c(SCc2nc3ccccc3c(=O)n2-c2ccccc2C)n1	-2.6	/	5.0	i	4	-0.9	6	1	2.4
CC1CCC(C)(NS(=O)(=O)OCC(Cl)(Cl)Cl)CC1 (configuration not stated)	-1.4	0.9	2.3	i	2	1.7	15	4	3.2
COC(=O)c1ccc(C(=O)NC2CCCc3c2cnn3-c2ccccc2F)nc1 (configuration not stated)	0.4	2.4	-1.0	0.9	2	1.3	20	0	0.7
CCN(CC)C(=O)c1ccc2sc([C@@H]3O[C@H](CO)[C@H](O)[C@H](O)[C@H]3O)nc2c1	0.3	-1.1	-0.1	0.9	17	/	1	3	/
O=C(C1=C[C@@H](c2ccccc2)C[C@@H](OCc2ccc(CO)cc2)O1)N1CCOCC1	-4.0	-0.5&0.2	-0.2&0.0	-0.6	-4	1.8	7	-2	0.2
O=[N+]([O-])c1ccc(S(=O)(=O)NCCc2ccncc2)cc1	-0.8	/	1.3	-0.8	4	0.4	6	4	3.8
CSc1ccccc1C(=O)Nc1nccs1	0.8	0.8	/	0.4	11	-1.3	5	-1	-1.5
CCCCC(=O)Nc1cccn2ncnc12	-3.0	/	1.1	-0.1	-11	1.5	-8	1	0.1
O=C(c1ccc(F)cc1)N1CCN(c2ccc(N3CCOCC3)nn2)CC1	-2.3	0.3	0.6	-0.4	2	-1.3	2	21	0.0
Cc1ccc(-c2ccc3c(c2)O[C@H](CN(C)C(=O)CC2CC2)[C@H](C)CN([C@@H](C)CO)S3(=O)=O)cc1	-0.3	-0.1&0.1&-2.9	-0.6&-0.1&0.5	-0.2	9	/	22	-1	/
CN(C)S(=O)(=O)c1ccc(N2CCCC2)c(C(=O)NNC(=O)COc2ccccc2F)c1	-3.3	-1.0	1.8	i	-3	-0.4	-3	2	-0.2
Cc1ccc(S(=O)(=O)N2CCN(C(=O)CSCc3ccc(C(C)C)cc3)CC2)cc1	-1.5	0.1	0.8	i	6	1.8	45	1	5.0
COc1ccc(OCCSc2ncn[nH]2)cc1	-4.2	-1.6	/	-0.5	6	2.8	-3	1	-1.5
CCC1(CC)NC(=O)N(CC(=O)Nc2ccc(-n3cnnn3)cc2)C1=O	-0.8	-1.4	-0.3	-1.8	13	5.5	-4	3	0.3
CN1CCN(c2nc3ccccn3c(=O)c2C=C2C(=O)N(C)C(=O)N(C)C2=O)CC1	0.6	-1.0	/	1.1	7	-1.6	4	4	-0.5
COc1ccc(CCNC(=O)COC(=O)CCC(=O)c2ccc(F)cc2)cc1	0.0	-1.1	1.9	-0.3	5	-2.3	22	2	-1.0
O=C(CCCN1C(=O)c2ccccc2C1=O)Nc1ccc(S(=O)(=O)N2CCOCC2)cc1	-0.6	2.7	/	i	2	1.3	-2	0	-0.1
O=C(CSc1n[nH]c(=O)n1Cc1ccco1)Nc1ccccc1	-2.1	-1.4	1.3	-0.4	-1	-0.8	-5	1	/
O=c1[nH]c2ccccc2n1C1CCN(C(c2ccccc2OC(F)(F)F)c2nnnn2Cc2ccccc2)CC1 (configuration not stated)	-4.7	-0.8	0.9	/	/	/	/	-7	/

Full records, quoted from the list. Order of values: FadD28 FP inh	Mtb BioA inh	TcdB GH inh	Vc quorum ag	GDH-TPI counter	UGM FP inh	Y pestis TopoI	FBA Mtb inh	PfHsp40 yeast
`CCOC(=O)Cc1cc(=O)n2[nH]c(C)c(-c3ccc(OC)cc3)c2n1` reads 1.4	-0.2	/	i	6	1.2	6	14	-0.5
`N/C(=N\OC(=O)CCC1CCCC1)c1ccc(Cl)cc1` reads 0.7	0.8	-1.4	i	10	1.1	18	1	-0.6
`O=c1[nH]c2ccc(Br)cc2c(=O)o1` reads -3.9	-0.3	2.1	-0.7	4	/	-5	6	/
`COc1cccc(-n2c(SCC(=O)Nc3sc4c(c3C(N)=O)CCC4)nc3ccccc3c2=O)c1` reads -0.2	1.5	/	-3.6	19	-3.3	23	0	2.1

Following part
SMILES	FadD28 FP inh	Mtb BioA inh	TcdB GH inh	Vc quorum ag	GDH-TPI counter	UGM FP inh	Y pestis TopoI	FBA Mtb inh	PfHsp40 yeast
C[C@H]1CN([C@@H](C)CO)C(=O)c2cc(Br)cnc2O[C@H]1CN(C)S(=O)(=O)c1ccccc1F	-0.1	1.5	0.8&1.0	-0.4	7	/	-1	4	/
O=C(CO/N=C/c1ccc(OC(F)F)cc1)NCc1ccc(F)cc1	-4.0	/	1.4	-0.4	6	-0.7	-3	5	1.2
COc1ccc(Cl)cc1C(=O)N1CCN(c2ccccn2)CC1	-0.4	0.1	/	-0.7	4	-0.4	-7	4	0.6
CNC(=S)N1N=C2c3ccccc3CCC2C1c1ccccc1Cl (configuration not stated)	-3.1	/	1.0	-0.7	10	2.5	0	-1	-1.6
O=C(Nc1nc2nccc(-c3ccccc3)n2n1)c1ccccc1	-0.6	-0.6	1.4	-0.7	8	-3.3	-1	5	-0.4
COc1ccc2oc(C(=O)NC3(C)CCS(=O)(=O)C3)c(C)c2c1 (configuration not stated)	-0.1	/	1.3	-1.9	12	2.5	6	39*	-0.3
CN(Cc1ccccc1)Cc1nc2c(c(=O)n(C)c(=O)n2C)n1CCCc1ccccc1	-2.5	0.5	/	i	6	-0.7	23	-2	0.4
